Screens (PubChem)
D2 ag: agonists of human D2 dopamine receptor; P14416; HEK293 T-REx D2 cells, calcium flux agonist mode; activation, % at 2 µM; 0.53% of 340,000 active;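 active = activation over 3 SD above normal in the single-dose calcium agonist read, cut at about 30% in these data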; also: 0% is about no effect
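HEK293 Trex D2 cells, tetracycline-induced, o/n 30 C 5% CO2; no-wash Ca dye, RT 30–90 min; 10-cycle baseline, 23 nl cpd added, kinetic Ca read 180 s; agonist hits = positive Ca response.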
D1 agonist: activates the human D1 dopamine receptor. HEK293 T-REx D1 cells, calcium flux, agonist mode. activation, % at 2 µM. 1% of 360,000 active; also: 0% is about no effect
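Agonism was scored from calcium flux recorded over 180 s (1 read/s) after pintool compound addition, following a 10-cycle baseline. Cells were inducible force-coupled HEK293 TREx D1, plated overnight at 30 C and loaded with no-wash calcium dye.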
D2 potentiator: positive allosteric modulators of human D2 dopamine receptor. P14416. HEK293 T-REx D2, calcium flux, EC20 dopamine potentiation. potentiation, % at 10 µM. 0.34% of 340,000 active;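 active = potentiation over 3 SD above the plate norm, cut at about 30% in these data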; also: 0% is about no effect
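Cells plated with tetracycline inducer and held overnight at 30 C; calcium dye loaded 30–90 min at room temperature; baseline taken, compound added and read 180 s; EC20 dopamine then added and read 180 s.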
TRHR PAM: allosterically enhances the human TRH receptor. enhancement, % at 2 µM. TRHR cells, fluo-8 calcium fluorescence, EC20 TRH enhancement. AID 493056. 0.66% of 360,000 active. P34981; in the data active = enhancement above about 30%; also: 0% is about no effect
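Enhancer read-out: after compound pinning and an initial kinetic agonist-mode read, an EC20 of TRH (10 nM final) was injected and fluo-8 calcium signal (Ex 480/Em 530) followed at 1 s/cycle for 100 cycles in TRHR-expressing cells.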
D1 antagonist: antagonists of human D1 dopamine receptor; 3.2% of 360,000 active; P21728; HEK293 TREx D1 cells, calcium flux, dopamine EC80; stronger effect = lower value; AID 504652; activity change, negative = inhibition, % at 10 µM; in the data active = activity change below about -30%; also: % is scaled to controls: 0 for no effect and ±100 for the full control effect
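Using tetracycline-induced force-coupled D1 Hek293 cells and a calcium dye, signals were followed for 180 s after compound, then for 180 s after EC80 dopamine, to detect inhibitors.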
D2 antag: D2 dopamine receptor (human) antagonism. P14416. HEK293 TREx D2 cells, calcium flux, dopamine EC80. inhibition, % at 10 µM. 2% of 340,000 active. AID 485344; in the data active = inhibition above about 30%; also: 0% is about no effect
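Antagonism is scored as inhibition of an EC80 dopamine-evoked calcium signal in a force-coupled, tetracycline-inducible HEK293 T-REx D2 line, with compound present 180 s before agonist.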
TRHR agonist: TRH receptor (human) agonism. AID 493084. 0.18% of 360,000 active. activation, % at 2 µM. TRHR cells, calcium flux fluo-8, FDSS agonist mode; also: 0% is about no effect
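Fluo-8-loaded TRHR cells; 10 s baseline, compound added, kinetic Ca2+ fluorescence read 1/s, agonist mode.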
RXFP1 antagonist: blocks the human relaxin receptor RXFP1. Q9HBX9. HEK293-RXFP1, relaxin-stimulated cAMP HTRF, 30 min; stronger effect = lower value. activity change, negative = inhibition, % at 57.5 µM. 0.59% of 350,000 active;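 active = activity change of -60% or lower, but not beyond a set lower limit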; also: % is scaled to controls: 0 for no effect and ±100 for the full control effect
Target sequence (Q9HBX9 whole entry, looked up): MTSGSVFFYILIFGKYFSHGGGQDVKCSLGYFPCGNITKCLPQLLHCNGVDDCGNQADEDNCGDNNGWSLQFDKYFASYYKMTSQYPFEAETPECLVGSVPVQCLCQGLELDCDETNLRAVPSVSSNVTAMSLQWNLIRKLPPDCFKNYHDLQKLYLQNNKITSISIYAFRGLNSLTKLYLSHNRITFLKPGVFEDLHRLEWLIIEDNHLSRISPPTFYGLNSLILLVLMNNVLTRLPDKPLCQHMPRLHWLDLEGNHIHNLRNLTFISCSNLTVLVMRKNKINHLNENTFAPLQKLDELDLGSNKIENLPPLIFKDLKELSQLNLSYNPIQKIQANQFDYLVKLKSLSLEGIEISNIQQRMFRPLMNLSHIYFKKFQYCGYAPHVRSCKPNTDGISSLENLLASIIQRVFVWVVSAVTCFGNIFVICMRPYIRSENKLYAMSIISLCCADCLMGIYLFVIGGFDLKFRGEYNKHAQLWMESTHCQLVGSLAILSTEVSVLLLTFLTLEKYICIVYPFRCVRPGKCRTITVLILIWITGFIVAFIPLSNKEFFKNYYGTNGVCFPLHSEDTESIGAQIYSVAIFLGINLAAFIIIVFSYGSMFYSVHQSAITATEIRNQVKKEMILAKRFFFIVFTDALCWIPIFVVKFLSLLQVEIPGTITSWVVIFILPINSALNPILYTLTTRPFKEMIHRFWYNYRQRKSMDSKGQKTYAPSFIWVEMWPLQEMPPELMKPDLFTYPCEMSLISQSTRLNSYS
D1 PAM: enhances dopamine response at the human D1 receptor; 0.036% of 360,000 active; P21728; potentiation, % at 10 µM; HEK293 TREx D1 cells, calcium flux, dopamine EC20 potentiation; in the data active = potentiation above about 30%; also: 0% is about no effect
The depositor's hits bear a star; . = not tested or not shown; & = joins results of further samples. Rule as the data show it, unless noted: active = activation above about 30%; inactive = the rest. Compounds were not picked by outcome; overall some 7.1% were active at least once.

The opening three compounds as a preview:
SMILES	D2 ag	D1 agonist	D2 potentiator	TRHR PAM	D1 antagonist	D2 antag	TRHR agonist	RXFP1 antagonist	D1 PAM
CC1=C(C(=O)OC(C)C)C(C)NC(=O)N1 (stereo not drawn)	.	2	.	2	4	.	-0.1	7	2
CCCNc1c(N)c(=O)oc2ccccc12	9.0	2	15	6	0	0	-1.0	3	-1
CN1C(C(=O)NC(C)(C)C)=CC(c2ccc3c(c2)OCO3)=NS1(=O)=O	.	2	4	2	-15	.	0.8	-7	-2

The whole of this part, previewed entries included:
SMILES	D2 ag	D1 agonist	D2 potentiator	TRHR PAM	D1 antagonist	D2 antag	TRHR agonist	RXFP1 antagonist	D1 PAM
CC1=C(C(=O)OC(C)C)C(C)NC(=O)N1 (stereo not drawn)	.	2	.	2	4	.	-0.1	7	2
CCCNc1c(N)c(=O)oc2ccccc12	9.0	2	15	6	0	0	-1.0	3	-1
CN1C(C(=O)NC(C)(C)C)=CC(c2ccc3c(c2)OCO3)=NS1(=O)=O	.	2	4	2	-15	.	0.8	-7	-2
Cc1ccc2nc(/C(C#N)=C/c3ccc(-c4ccccc4C(=O)O)o3)[nH]c2c1	9.8	49*	9	1	-10	-26	70*	2	-5
CCn1c(SCc2ccc(Cl)cc2)nnc1-c1ccccc1	-0.5	1	-8	-5	8	-1	-0.4	4	0
O=C(CN1CCN(Cc2ccccc2)CC1)Nc1ccccc1-c1ccccc1	1.1	0	-3	1	19	-32	-1.0	0	-2
CCN(CC)S(=O)(=O)c1ccc(-c2nnc(SCc3nnc(-c4ccc(C)cc4)o3)o2)cc1	-0.2	2	7	1	2	-2	0.1	-3	3
COc1ccccc1CNS(=O)(=O)c1c(C)noc1C	0.6	1	3	4	14	-4	0.1	-1	-5
CCCN(CCC)C(=O)CSc1nnc2cc(C)c3cc(C)cc(C)c3n12	-1.2	-2	15	-7	11	.	-0.6	-20	0
Nc1ccc(C(=O)OCC(=O)NC2CC2)cc1[N+](=O)[O-]	1.7	5	-3	2	4	-10	0.6	2	4
O=C(NC1CC1)C(Cl)c1ccccc1 (stereo not drawn)	0.3	2	-2	-5	1	6	-0.6	-1	-7
COc1ccc(S(=O)(=O)N2CCC(C(=O)NCc3ccccn3)CC2)cc1C	0.3	-1	3	-15	-14	-12	-0.6	-7	-3
Cc1ccccc1CSc1nsc(N)n1	1.3	8	-3	4	-14	-16	0.4	-2	-5
COc1ccc(OCc2nnc(SCC(=O)NC3CC3)n2C)cc1	0.5	4	-6	-1	40	-13	-0.1	-3	-3
Cc1ccc(Cn2c(CO)cnc2SCC(=O)Nc2ccc(C)c(Cl)c2)cc1	-2.9	25	-5	-3	-7	.	-2.5	-36	-4
O=C(COC(=O)c1ccc(Cl)nc1)Nc1ccc2ccccc2c1	0.1	3	-8	6	-14	11	0.2	-6	-6
CCOc1ccc(C2CC(=O)c3c([nH]c(C(=O)OCc4ccccc4)c3C)C2)cc1 (stereo not drawn)	1.4	3	-2	4	-22	.	2.9	2	-4
CC(NCc1ccc(S(N)(=O)=O)cc1)C(=O)N1c2ccccc2CC1C (stereo not drawn)	-0.5	1	-12	2	-10	1	0.1	5	-3
COc1cc(S(=O)(=O)N2CCN=C2c2ccccc2)c(OC)cc1Cl	-0.1	3	8	2	22	-28	-0.4	-9	-4
CN(C(=O)C1CCC1C(=O)O)c1nc(-c2ccc(Cl)s2)cs1 (stereo not drawn)	-0.1	4	-5	-5	-9	-1	-0.3	-17	-3
O=c1nc2s/c(=C\c3ccco3)c(=O)n2nc1Cc1ccccc1	0.1	1	-7	-2	6	-2	0.8	14	-9
Cc1cccc(CNC(=O)CCc2nnc(C3CCCCC3)o2)c1	-0.5	1	4	-2	4	29	-0.6	-3	-3
CCc1nnc(NC(=O)c2ccc(-c3ccccc3F)o2)s1	-0.4	3	-15	-1	-6	19	0.0	-4	-3
Cc1nc2sccn2c(=O)c1S(=O)(=O)NCc1ccccc1Cl	-0.1	2	-5	2	8	17	0.7	.	-4
N[C@@H](Cc1cc(I)c(O)c(I)c1)C(=O)O	-0.5	0&1	-1	-2&-2	-2&-23	-6	0.2&0.0	-25	-3&13

(listing goes on)
SMILES	D2 ag	D1 agonist	D2 potentiator	TRHR PAM	D1 antagonist	D2 antag	TRHR agonist	RXFP1 antagonist	D1 PAM
CNC(=S)NNC(=O)c1cccc(N(C)C)c1	0.9	0	-7	-5	.	-1	0.7	-27	-2
CC(=O)c1ccccc1NC(=O)CSCc1nc2sc(C)c(C)c2c(=O)[nH]1	0.7	3	-3	-1	7	17	1.0	-16	-1
COC(=O)C(NC(=O)Nc1ccccc1OC)C(C)C (stereo not drawn)	-1.0	0	-1	0	2	23	0.2	7	-6
Cc1ccc(S(=O)(=O)N[C@@H](CO)C(=O)N[C@@H](Cc2ccc(O)cc2)C(=O)O)cc1	-0.9	0	6	0	-5	-4	-0.1	-3	-4
Cc1ccc(Nc2nnc(-c3ccc(C)c(S(=O)(=O)N4CCCCC4)c3)c3ccccc23)cc1	-0.8	-2	3	1	-4	.	0.2	2	-2
CCOC(=O)Cc1nn(CCc2ccccn2)c(=O)c2ccccc12	0.3	1	-8	2	6	-27	-0.2	-9	-3
COc1ccc(C(=S)N2CCC(C(N)=O)CC2)cc1Br	0.6	1	-2	-6	4	-5	0.1	2	-2
CCNC(=O)COC(=O)C1CCC(=O)N(c2ccc(OC)cc2)C1c1ccc(OC)cc1 (stereo not drawn)	-0.2	2	16	12	1	-1	-0.1	6	-3
O=C(NCC1CCCO1)c1ccc(C(=O)NCC2CCCO2)cc1 (stereo not drawn)	-1.0	11	17	-1	5	-4	-0.3	-4	-9
Cc1cc(O)c(C(C)C)cc1NC(=O)c1ccc(Cl)cc1	-0.2	1	-7	23	23	-10	-0.5	-10	-5
Cc1ccc(/C=N/NC(=O)CSc2nc3nc(C)cc(C)n3n2)cc1	-0.3	1	-16	-4	3	4	-1.0	-6	3
CC(C)c1ccc(NC(=O)COC(=O)[C@H](CCC(N)=O)NC(=O)c2ccc(F)cc2)cc1	0.7	1	-6	7	-3	6	2.0	-18	-2
Cc1ccc(NC(=O)CC2SC(=O)NC2=O)cc1 (stereo not drawn)	-0.3	3	7	-1	6	-8	0.0	-20	-3
Cc1ccc(OCC(O)CN2CCN(CC(O)COc3ccc(C)cc3)CC2)cc1 (stereo not drawn)	0.7	6	6	-3	-6	9	1.6	0	-10
O=C(NCc1ccc(Cl)c(Cl)c1)c1ccco1	.	2	-4	-1	-11	.	-0.1	-6	-8
Cc1ccc2[nH]c3c(c2c1)CCCC3C(N)=O (stereo not drawn)	0.2	2	-4	-2	1	-4	-0.6	-2	-2
O=C(COC(=O)COc1ccccc1)NCc1ccccc1	2.1	0	-14	23	-4	-3	0.0	3	-6
O=C(CN1C(=O)C(=O)c2ccccc21)NC1CCCCC1	-0.8	2	2	0	4	7	0.3	3	-2
Cc1cc(NC(=O)c2c(-c3c(Cl)cccc3Cl)noc2C)n(C)n1	0.8	3	8	13	-50*	2	0.1	6	-11
O=C(CSc1ccc(-c2ccccc2)nn1)N1CCCCC1	.	1	.	-3	-11	.	-0.4	-15	0
CC(C)(C)OC(=O)NCCCC[C@H](NC(=O)c1nc[nH]c1C(=O)N1CCc2ccccc2C1)C(=O)OC(C)(C)C	0.2	2	-9	-3	6	-15	0.0	.	-3
COc1cccc(CNc2ncnc3c2nnn3C)c1	0.8	4	-1	0	.	.	0.0	5	1
CC1CCN(C(=O)c2ccc(NC(=O)C3CCCO3)cc2)CC1 (stereo not drawn)	0.4	2	3	2	10	14	-0.3	-1	-3
CCOC(=O)c1ccc(NC(=O)Cc2coc3cc(C)cc(C)c23)cc1	-0.3	9	1	-5	13	.	0.8	-36	-2
Cc1ccccc1NS(=O)(=O)c1ccc(-c2ccc(=O)[nH]n2)o1	0.4	5	6	-1	-8	-8	0.2	-3	-8

The list goes on.
SMILES	D2 ag	D1 agonist	D2 potentiator	TRHR PAM	D1 antagonist	D2 antag	TRHR agonist	RXFP1 antagonist	D1 PAM
CSc1ccc(NC(=O)Nc2ccc(C(=O)NCC(=O)O)cc2)cc1	.	6	.	1	0	.	0.0	10	2
CCOC(=O)c1sc2nc(CC(=O)OC)nc(N3CCN(c4ccccn4)CC3)c2c1C	-0.7	3	9	-4	5	-1	-0.1	-11	-5
COc1ccc(/C=C2\SC(=S)N(CC3CCCO3)C2=O)cc1 (stereo not drawn)	4.1	12	3	2	2	3	1.0	-26	0
COc1cc(NS(=O)(=O)c2ccc(NC(=O)c3ccc(S(=O)(=O)N4CCCC4)cc3)cc2)ncn1	0.4	-1	24	0	-5	-2	0.4	.	-4
CC(C)P(=O)(Cc1cccc(C#N)c1)C(C)C	0.8	2	-5	-3	2	2	0.0	1	-6
CC(C)CCNC(=O)C1CCN(c2nc3ccccc3o2)CC1	-0.3	5	7	7	-25	0	-0.8	17	-4
Cn1cnc(S(=O)(=O)N2CCCC(C(=O)NCc3ccccc3Cl)C2)c1 (stereo not drawn)	.	1	4	-9	-13	.	0.5	-8	-1
COc1ccccc1N1CCN(C(=O)c2ccccc2SCC(=O)N2CCCC2)CC1	-1.0	2	26	3	-1	3	-1.8	-17	1
CCOC(=O)CN1C(=O)N(c2ccc(C)c(C)c2)S(=O)(=O)c2ccccc21	0.3	-1	-15	-13	-2	.	0.1	.	-3
COc1ccc(N(C(=O)c2snc(C(N)=O)c2N)C(C(=O)NC2CCCC2)c2ccc(OC)c(OC)c2)cc1 (stereo not drawn)	0.5	5	-1	2	8	6	-0.6	-26	-2
O=S(=O)(NCC1CCCO1)c1ccc(NS(=O)(=O)c2ccc(F)cc2)cc1 (stereo not drawn)	3.4	2	.	4	-9	8	0.5	0	-12
CCOc1ccc(CCNC(=O)Cn2c(-c3cccs3)cc3ccccc32)cc1	0.3	-1	4	4	1	.	-0.3	-6	-1
COc1cc2c(cc1OC)CN(C(=S)Nc1ccc(OC(F)F)cc1)CC2	-0.3	22	1	2	-1	2	-0.1	-14	-6
O=C(c1ccc(C(F)(F)F)cc1)C1CCCN(C(=O)CCN2CCCO2)C1 (stereo not drawn)	0.2	0	6	-1	-4	-8	1.5	-3	-5
O=C(O)C1CCCCC1C(=O)Nc1cc(Cl)ccc1Cl (stereo not drawn)	-0.1	0	18	0	17	-12	0.0	19	-7
CCOC(=O)c1cn(Cc2ccc(C)cc2)nn1	-7.6	5	15	3	-5	6	0.1	3	3
CCO[C@@H]1OC(C(=O)NC2CC2)=C[C@H](C2CC2)[C@H]1CCCO	0.4	6	12	0	14	-21	0.0	.	-1
COc1ccc(/C=N/NC(=S)Nc2ccccc2)cc1COc1cccc(C)c1C	0.8	3	-10	2	-23	-2	1.3	-6	8

Some of these compounds in order of the D2 antag value, largest number first:
SMILES | D2 antag
COc1ccccc1N1CCN(C(=O)c2ccccc2SCC(=O)N2CCCC2)CC1 | 3
COc1cc2c(cc1OC)CN(C(=S)Nc1ccc(OC(F)F)cc1)CC2 | 2
CCOC(=O)c1sc2nc(CC(=O)OC)nc(N3CCN(c4ccccn4)CC3)c2c1C | -1
CCO[C@@H]1OC(C(=O)NC2CC2)=C[C@H](C2CC2)[C@H]1CCCO | -21
